Bioassay records from PubChem BioAssay.
HTR5A inv ag: counter-screen for OPRM1-OPRD1 inverse agonists: human HTR5A inverse agonism | AID 504634 | HTR5A cell line, luminescence | inhibition, % at 9.3 µM | actives 0.083% (n = 340,000) | P47898; in the data active = inhibition mostly above about 23%, no sharp cut-off; inactive = mostly below about 18%;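 note: 0% = cells with DMSO and 100% = no-cell wells with DMSO; some compounds called inactive have numbers as strong as hits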
Target sequence (P47898 whole entry, looked up): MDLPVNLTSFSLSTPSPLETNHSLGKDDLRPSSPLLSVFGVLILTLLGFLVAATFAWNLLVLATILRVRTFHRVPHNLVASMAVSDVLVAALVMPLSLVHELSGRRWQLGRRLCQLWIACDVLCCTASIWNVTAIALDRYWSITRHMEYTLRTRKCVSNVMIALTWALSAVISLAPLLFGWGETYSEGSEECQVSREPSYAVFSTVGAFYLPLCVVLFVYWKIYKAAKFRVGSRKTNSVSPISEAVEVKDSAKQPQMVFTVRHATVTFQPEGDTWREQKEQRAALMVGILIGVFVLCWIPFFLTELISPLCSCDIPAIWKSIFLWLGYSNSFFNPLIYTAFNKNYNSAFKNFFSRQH
MOR-DOR inv ag: inverse agonists of human mu-delta opioid receptor heterodimerization; inhibition, % at 9.3 µM; cell-based MOR-DOR heterodimer luminescence, inverse agonism; actives 0.21% (n = 340,000); AID 504357; in the data active = inhibition above about 22%, passing the limit was not always enough;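 note: 0% = cells with DMSO and 100% = wells without cells with DMSO; values of inactives mirror those of a sister screen read the other way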
OPRM1-OPRD1 ag: OPRM1-OPRD1 heterodimerization agonism; P35372+P41143; cells, luminescence; activation, % at 9.3 µM; actives 0.3% (n = 340,000); AID 504326; in the data active = activation above about 18%;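 note: 0% = vehicle-treated cells and 100% = reference agonist; values of inactives mirror those of a sister screen read the other way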
RTF Ca sens act: increases calcium sensitivity of human cardiac regulated thin filaments; P19429+P45379; IANBD-labeled TnC RTF fluorescence at EC20 calcium; 0% EC20 calcium, 100% full calcium; activation, % at 7.2 µM; actives 0.24% (n = 340,000); AID 493008;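 active = activation above the mean over all tested compounds plus 3 SD, cut at about 30% in these data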;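 note: rise in fluorescence read as greater calcium sensitivity of cardiac thin filaments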
Cardiac RTF inh: cardiac RTF calcium desensitization | actives 0.12% (n = 340,000) | inhibition, % at 7.15 µM | P19429+P45379 | IANBD-labeled cardiac RTF, Ca2+ fluorescence;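 active = inhibition above the mean inhibition of all tested compounds plus 3 SD, cut at about 17% in these data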;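 note: assay run at fixed EC70 calcium of 1.6 mM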
CAL PDZ FP: blocks peptide binding to the human CAL PDZ domain | inhibition, % at 24.9 µM | purified CAL PDZ, TMR-peptide fluorescence polarization, 1 h | AID 602252 | actives 0.92% (n = 300,000) | Q9HD26;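 active = mean inhibition of at least 30% with at least half of replicates also reaching 30%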;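 note: 0% = DMSO neutral control and 100% = excess unlabeled competitor peptide PRC23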
V-ATPase pHluor: regulators of yeast V-ATPase proton transport; response, % at 10 µM; S. cerevisiae, pHLuorin cytosolic pH fluorescence; AID 504577; actives 0.37% (n = 350,000); in the data active = response mostly above about 7.3%, no sharp cut-off; inactive = mostly below about 5.4%; note: actives read high; inactives centre near 0; some compounds called inactive have numbers as strong as hits; reference of the scale not given here
LANA DNA inh: blocks KSHV LANA C-terminal domain binding to DNA; actives 0.078% (n = 340,000); MBP-C-LANA/FAM-LBS DNA binding, fluorescence polarization; inhibition, % at 9 µM; AID 504423;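 active = highest replicate inhibition at or above 60% at 9 µM, even if other replicates fall short; inactive = all replicates below 60% inhibition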;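 note: 0% = neutral control wells and 100% = 4 µM acridine orange control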
Keap1 Nrf2 FP: disrupts human Keap1 binding to Nrf2 peptide; Q14145; Keap1 Kelch-Nrf2 peptide fluorescence polarization, 1536-well; inhibition, % at 9.4 µM; actives 0.15% (n = 340,000); AID 504523; in the data active = inhibition above about 12%;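 note: human Keap1 Kelch domain with fluorescein labeled Nrf2 9mer peptide probe; 0% = neutral control wells and 100% = peptide positive control; higher means more block of Keap1 binding to Nrf2 peptide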
Target sequence (Q14145 whole entry, looked up, the tested form may be a part): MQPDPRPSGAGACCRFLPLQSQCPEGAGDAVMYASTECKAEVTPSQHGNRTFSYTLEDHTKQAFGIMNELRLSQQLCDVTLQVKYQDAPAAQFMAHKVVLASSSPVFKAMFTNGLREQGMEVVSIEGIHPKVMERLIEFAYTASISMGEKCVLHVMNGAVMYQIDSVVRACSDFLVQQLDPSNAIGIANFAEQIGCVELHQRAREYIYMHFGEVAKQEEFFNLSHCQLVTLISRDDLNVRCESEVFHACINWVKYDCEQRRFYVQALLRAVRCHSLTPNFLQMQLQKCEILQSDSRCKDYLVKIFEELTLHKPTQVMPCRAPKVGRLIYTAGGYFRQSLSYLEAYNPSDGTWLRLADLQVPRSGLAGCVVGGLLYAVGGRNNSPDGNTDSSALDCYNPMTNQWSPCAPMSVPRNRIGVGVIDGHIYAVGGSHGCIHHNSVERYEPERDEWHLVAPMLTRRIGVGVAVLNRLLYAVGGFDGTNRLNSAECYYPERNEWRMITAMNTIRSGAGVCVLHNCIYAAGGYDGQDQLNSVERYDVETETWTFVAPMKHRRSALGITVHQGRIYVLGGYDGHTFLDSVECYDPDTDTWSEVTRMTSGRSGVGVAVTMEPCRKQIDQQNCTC
HTR5A ag ctr: HTR5A agonism, opioid heterodimer counter-screen; activation, % at 9.3 µM; actives 0.61% (n = 340,000); P47898; HTR5A agonist assay, luminescence, cell-based; AID 504692; in the data active = activation mostly above about 9.5%, no sharp cut-off; inactive = mostly below about 7.6%;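 note: 0% = cells with vehicle only and 100% = reference agonist; strong numbers were not always called active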
Numbers without * were called inactive; i = inactive; x = not tested or not shown; & = joins results of further samples.

SMILES	HTR5A inv ag	MOR-DOR inv ag	OPRM1-OPRD1 ag	RTF Ca sens act	Cardiac RTF inh	CAL PDZ FP	V-ATPase pHluor	LANA DNA inh	Keap1 Nrf2 FP	HTR5A ag ctr
Cn1nc(C(=O)NCCN2CCOCC2)c2ccccc2c1=O	-33	8	-1.5	-2	-8	x	-5	-0.2	-4	-5
CC1CCN(c2ccc([N+](=O)[O-])cc2C(=O)N2CCOCC2)CC1	3	12	-1.7	-2	2	-6	-2	0.8	-8	-2
CC(C)(C)n1nnnc1C(c1ccc(F)cc1)N1CCC(C(N)=O)CC1 (stereo not drawn)	9	11	-2.2	1	-12	-5	2	-1.2	0	-4
CC(C)CNC(=O)c1cc(S(=O)(=O)N2CCOCC2)ccc1N1CCCC1	29	5	-1.0	-2	-4	-1	0	-5.4	3	7
COC(=O)c1ccccc1NC(=O)C1CC(=O)N(c2ccccc2)C1 (stereo not drawn)	-26	6	-1.2	-3	-10	-1	1	1.0	-2	3
Cc1ccnc(NC(=O)c2ccc(Cl)c([N+](=O)[O-])c2)c1	-14	-14	1.9	-6	-36	7	2	-0.1	2	5
CC(=O)NS(=O)(=O)c1ccc(NC(=O)c2ccc(NC(=O)c3cccs3)cc2)cc1	6	0	-0.1	-3	5	1	-5	1.1	-2	-2
O=C(O)CC1(Cc2nc(-c3cccs3)no2)CCCC1	1	16	-2.8	0	-7	x	3	0.4	3	0
O=C(Nc1ccc(N2CCOCC2)nc1)c1ccc(F)cc1	-7	-1	0.2	0	-2	4	-1	-1.9	2	3
CC(C)C(=O)Nc1cccc(C(=O)Nc2nccs2)c1	-10	1	-0.2	-4	-8	x	0	1.9	-2	3
O=C(O)c1cc(N/N=C/c2ccc(N3CCOCC3)s2)ccc1Cl	-1	9	-1.6	2	-6	x	-1	40	4	5
Cc1cc(C)c2cc(C#N)c(N3CCCC3)nc2c1	6	-1	0.1	0	-12	1	-3	-1.4	0	-1
O=C(c1cnc2c(c1)COc1ccc(Cl)cc1-2)c1ccccc1O	-24	1	-0.3	4	0	-8	-9	0.3	-2	3
Cc1occc1C(=O)Nc1cccc(C(F)(F)F)c1	5	-10	2.0	5	-18	0	4	-1.6	1	3
Cn1c(=O)cc(SCC(=O)Nc2ccc3c(c2)OCO3)c2ccccc21	-2	5	-0.7	-5	-16	-10	1	-1.5	0	0

Whole records from above.
Listed for `CC1CCN(c2ccc([N+](=O)[O-])cc2C(=O)N2CCOCC2)CC1` : HTR5A inv ag: 3; MOR-DOR inv ag: 12; OPRM1-OPRD1 ag: -1.7; RTF Ca sens act: -2; Cardiac RTF inh: 2; CAL PDZ FP: -6; V-ATPase pHluor: -2; LANA DNA inh: 0.8; Keap1 Nrf2 FP: -8; HTR5A ag ctr: -2
Listed for `CC(C)C(=O)Nc1cccc(C(=O)Nc2nccs2)c1` : HTR5A inv ag: -10; MOR-DOR inv ag: 1; OPRM1-OPRD1 ag: -0.2; RTF Ca sens act: -4; Cardiac RTF inh: -8; CAL PDZ FP: x; V-ATPase pHluor: 0; LANA DNA inh: 1.9; Keap1 Nrf2 FP: -2; HTR5A ag ctr: 3

Remaining list, next part
SMILES	HTR5A inv ag	MOR-DOR inv ag	OPRM1-OPRD1 ag	RTF Ca sens act	Cardiac RTF inh	CAL PDZ FP	V-ATPase pHluor	LANA DNA inh	Keap1 Nrf2 FP	HTR5A ag ctr
CC(C)(C)c1nc(-c2ccccc2)nc2c1OCCC2	-9	-42	7.6	2	-13	-5	2	0.4	0	3
O=S(=O)(/N=C(/Nc1cccc2ccccc12)c1ccccc1)c1ccc(Br)cc1	6	-5	0.9	0	2	-4	5	0.6	-1	-2
COc1ccccc1C(=O)N1CCc2ccccc21	18	9	-1.8	-3	-16	1	3	0.9	1	-5
O=C(c1ccccc1)c1ccc(NCCCn2ccnc2)c([N+](=O)[O-])c1	-4	12	-2.7	-3	5	-5	2	0.2	0	1
O=C(Nc1ccccc1)N(C1=NCCC1)c1ccc(OC(F)F)cc1	-3	9	-1.6	-6	-5	-3	-1	0.8	-3	1
COc1ccc(-n2c(SCC(=O)N3CCN(c4ccccc4)CC3)nc3c(c2=O)SCC3)cc1	-25	-13	2.4	3	2	-7	4	-1.3	-5	9
Cc1cccc(NC(=O)C2CCCN(C(=O)Nc3ccc(F)cc3)C2)c1 (stereo not drawn)	0	9	-1.7	-4	-18	44*	-3	-0.5	2	0
COc1ccc(-c2cc(C(=O)NCC3CCCO3)c3cc(C(C)C)ccc3n2)cc1 (stereo not drawn)	-9	1	-0.3	-6	3	-3	3	2.0	2	3
CC(C)(C)OC(=O)NCCCCCc1nnc(SCc2ccccc2F)o1	-6	4	-0.8	-11	0	-2	3	0.2	3	0
CCC(OC(=O)CN1C(=O)C(=O)c2ccccc21)C(=O)Nc1ccc(S(N)(=O)=O)cc1 (stereo not drawn)	-1	16	-3.4	9	-7	-2	3	-1.0	-5	1
O=C(CCSc1ccc(Cl)cc1)NC12CC3CC(CC(C3)C1)C2	1	-18	3.5	-1	-6	0	-1	-0.6	-4	1
O=C(Cc1ccc2c(c1)OCCO2)Nc1cc(C(F)(F)F)ccc1N1CCOCC1	2	15	-2.3	-1	6	-3	0	0.5	-2	-5
CCOC(=O)C1=C(N)N(c2ccccc2Oc2ccccc2)C(=O)C1	-8	0	0.0	-1	2	-3	-2	-1.1	-5	0
N/C(=N\N=C\c1ccco1)SC1CC(=O)N(c2ccccc2)C1=O (stereo not drawn)	-9	-1	0.2	13	-4	-1	6	1.7	-4	3
COc1cccc(C2=CC(=O)CC(C)(C)C2)c1	-31	-4	0.7	-1	8	-2	11	-1.0	2	11
O=C(c1cc(S(=O)(=O)N2CCN(c3ccccc3)CC2)ccc1Cl)N1CCCC(C(F)(F)F)C1 (stereo not drawn)	-2	-5	0.8	-3	0	-5	2	-0.4	-6	1
O=C(NNC(=O)C1CCCN(c2ncccn2)C1)c1ccc(F)cc1 (stereo not drawn)	-11	-5	0.7	-2	2	-1	3	3.2	-2	4
Fc1ccc(CSc2nnc(-c3cccnc3)o2)cc1	9	10	-1.9	9	-17	6	-3	-0.3	-4	-4
Cc1ccc(C(=O)Nc2ccc(C(=O)N3CCCCC3)cc2)o1	11	12	-2.4	-5	-5	-1	-1	0.7	-2	-3
O=C(N/N=C/c1cn(-c2ccccc2)nc1-c1cccnc1)c1cccnc1	-10	-2	0.4	7	-26	x	2	0.8	-1	-1
CCC(C)(C)n1nnnc1C(c1ccc(F)cc1)N1CCC(C(N)=O)CC1 (stereo not drawn)	7	11	-2.4	8	-17	0	1	0.1	-4	-2
Cc1sc2ncn(CC(=O)N3CCCCC3)c(=O)c2c1C	14	12	-2.4	-2	-1	-1	1	0.2	-5	-5
COc1ccc2c(c1)CCc1c(C(=O)N3CCCC3)noc1-2	-7	9	-1.6	-3	-5	-5	-1	0.6	-3	3
O=C(N[C@H]1CCC(=O)N([C@H](CSc2ccccc2)Cc2ccccc2)CC1)OCc1ccccc1	12	11	-2.0	-6	-6	-2	6	0.6	-4	3
O=S(=O)(c1ccc(Br)cc1)N1CCCN(Cc2ccccc2F)CC1	-2	-28	5.6	0	-6	-8	8	1.1	2	1
CC(C)Cn1nc(C(=O)NCc2ccccc2CN2CCCC2)c2ccccc2c1=O	-7	i	163*	-2	-6	-1	-3	-1.9	4	3
Cc1ccc2[nH]c(=O)c(CN(CCCO)C(C)c3nnnn3Cc3ccco3)cc2c1 (stereo not drawn)	-25	20	-4.0	1	3	0	1	0.8	-39	9
CC(NC(=O)Cn1ccsc1=N)C12CC3CC(CC(C3)C1)C2 (stereo not drawn)	-9	10	-2.4	5	-6	-4	3	2.0	-5	3
Cc1ccc2nc3c(c(C(=O)OCC(=O)NC4CCS(=O)(=O)C4)c2c1)CCCC3 (stereo not drawn)	-16	4	-0.8	-3	4	-4	0	0.7	4	6
N#Cc1cc(S(=O)(=O)N2CCOCC2)ccc1N1CCOCC1	-9	9	-1.7	-4	-2	9	-7	1.5	1	-1
C=CCOc1ccc(CNn2cn[nH]c2=S)cc1OC	-11	12	-2.1	-8	-6	-5	2	0.7	2	3
Cc1ccc(C(C)C)cc1S(=O)(=O)Nc1ccncc1	-15	21	-4.1	-2	-1	-3	-1	0.7	0	4
CC(=O)NC(C)C12CC3CC(CC(C(=O)O)(C3)C1)C2 (stereo not drawn)	39	-2	0.4	-4	-4	-7	0	-0.1	0	1
O=C(CSc1nc2cc([N+](=O)[O-])ccc2n1-c1ccccc1)NCc1ccc2c(c1)OCO2	-3	12	-2.2	1	-1	-5	1	-1.4	-2	2
CN(CC(=O)Nc1ccccc1Cl)C(=O)C1CCN(C(=O)c2ccc(F)cc2)CC1	-15	10	-2.5	-1	-5	-3	0	-0.3	0	6
O=C(CSc1ncn[nH]1)Nc1ccc2c(c1)CCC2	-42	2	-0.3	1	-7	-2	0	0.1	-6	12*
Nc1cc(N)nc(SCC(=O)NC2CCCCCCC2)n1	2	28	-5.7	1	-5	-2	0	0.2	0	2
CCOCCCn1c(=NC(=O)c2cccnc2)c(C(=O)OCC)cc2c(=O)n3ccccc3nc21	7&-8	19&10	-4.3&-1.8	-1&-1	0&-10	-7&-5	-1&-5	0.3&-1.8	2&2	-2&3
Cc1ccc(S(=O)(=O)Nc2ccc(S(=O)(=O)N3CCOCC3)cc2)cc1[N+](=O)[O-]	-4	16	-2.5	-3	-1	0	0	0.5	4	-1
NS(=O)(=O)c1ccc(NC(=S)NC(=O)c2ccc(Br)o2)cc1	9	21	-4.1	5	-2	-21	-1	3.8	3	-4
N#Cc1ccccc1NC(=O)CC1c2ccccc2Oc2ccccc21	-5	-2	0.3	0	-7	-2	1	1.0	6	6
COc1ccc(N(CCC(=O)O)S(=O)(=O)c2ccc(C)cc2C)cc1	-6	2	-0.5	-1	5	-4	-2	-1.0	2	2
CC(C)CC(=O)Nc1nnc(SCC(=O)Nc2nccs2)s1	6	0	0.0	-4	1	2	-1	0.0	-4	3
COc1cc(C2OC(=O)c3ccccc3S2)cc(OC)c1OC (stereo not drawn)	-19	15	-3.0	-10	2	-1	0	-0.7	-2	-5
COc1ccc(/C=C/C(=O)OCC(=O)Nc2ccc(Cl)cc2F)cc1S(=O)(=O)N1CCOCC1	-1	11	-2.0	-4	-19	0	-1	1.1	-2	0
CC(C)CCC(O)(c1ccccc1)C(CN1CCOCC1)c1ccccc1 (stereo not drawn)	-9	-23	5.1	-4	4	1	1	1.3	0	3
CCOC(=O)c1nn(-c2ccc3c(c2)OCO3)cc1O	5	18	-3.3	1	2	-4	-3	0.3	-9	-2
N#Cc1ccccc1NC(=O)COC(=O)c1c[nH]c2ccccc12	20	4	-0.5	2	-7	-3	-4	1.5	-3	5
NS(=O)(=O)c1ccc(NS(=O)(=O)c2ccc(NC(=O)C3CC3)cc2)cc1	7	1	-0.2	-4	-1	x	0	0.4	0	-3
CN(CC1CCOCC1)C(=O)CC1C(=O)NCCN1Cc1cccc(F)c1 (stereo not drawn)	-7	6	-1.2	0	-7	-3	-5	0.5	-2	3
COc1cc(C(=O)OCCc2cc3ccccc3c(=O)o2)cc(OC)c1OC	17	-1	0.1	1	-2	2	0	0.7	-7	-1
CON1C(=O)C(=O)N(OC)C(C)(C)C1C (stereo not drawn)	6	-9	1.7	-1	-13	0	-1	-0.1	-5	3
Cc1ccc(C)c(NC(=O)C2CCCN(S(=O)(=O)c3c(C)noc3/C=C/N(C)C)C2)c1 (stereo not drawn)	-8	6	-1.2	-4	-6	x	-5	0.3	-5	2
